Source: PubChem
SMARCA2 activ: SMARCA2 (BRM) function activators, primary screen, cell-based, luminescence, high throughput; MG213 cells, MMTV-luciferase reporter, dexamethasone, overnight; activation, % at 9.1 µM; 1% of 370,000 active; AID 652017, 2013; in the data active = activation above about 7.8%;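 note: 0% = vehicle wells and 100% = reference activator wells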
ssDAF-12 act: S. stercoralis DAF-12 nuclear receptor activators, primary screen, cell-based, luminescence, HEK293, GRIP1 co-expression, lit1-tk-luc; Nuclear hormone receptor DAF-12 (Strongyloides stercoralis); 1% of 370,000 active; activation, % at 6.8 µM; AID 652126, 2013; HEK293 ssDAF-12/GRIP1 lit1-tk-luc reporter; % of 3 µM dafachronic acid response;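 active = activation above the mean over all tested compounds plus 3 SD, cut at about 0.9% in these data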;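 note: 0% = DMSO-only wells and 100% = 3 µM delta7-dafachronic acid wells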
DAX1 inh-1: DAX1 (NR0B1) inhibitors, primary screen, cell-based, HEK293, Gal4-DAX1, luciferase luminescence | Nuclear receptor subfamily 0 group B member 1 (Homo sapiens), P51843 | HEK293 Gal4-DAX1 luciferase reporter | inhibition, % at 6.75 µM | 0.99% of 340,000 active | AID 504766, 2011;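 active = inhibition above the mean over all tested compounds plus 3 SD, cut at about 4.2% in these data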;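 note: 0% = DAX1-transfected cells with DMSO and 100% = empty-vector control cells with DMSO; inhibition shows as a rise in luminescence from relieved DAX1 repression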
PG9 binder: binders of HIV-1 gp120 antibody PG9, primary screen, biochemical, TR-FRET; TR-FRET gp120-PG9 antibody binding; inhibition, % at 6.7 µM; AID 624416, 2012; 0.43% of 360,000 active; HIV-1 gp120 / PG9 antibody interaction; in the data active = inhibition above about 8.5%
PLC-beta3 inh: human PLC-beta3 inhibitors, primary screen, biochemical, fluorescence. inhibition, % at 12.2 µM. 0.18% of 370,000 active. 1-phosphatidylinositol 4,5-bisphosphate phosphodiesterase beta-3 (Homo sapiens), Q01970. AID 720704, 2013. Purified PLC-beta3, fluorogenic substrate; in the data active = inhibition above about 11%;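 note: 0% = median of compound wells on plate and 100% = full blocker control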
Target sequence (Q01970 whole entry, looked up): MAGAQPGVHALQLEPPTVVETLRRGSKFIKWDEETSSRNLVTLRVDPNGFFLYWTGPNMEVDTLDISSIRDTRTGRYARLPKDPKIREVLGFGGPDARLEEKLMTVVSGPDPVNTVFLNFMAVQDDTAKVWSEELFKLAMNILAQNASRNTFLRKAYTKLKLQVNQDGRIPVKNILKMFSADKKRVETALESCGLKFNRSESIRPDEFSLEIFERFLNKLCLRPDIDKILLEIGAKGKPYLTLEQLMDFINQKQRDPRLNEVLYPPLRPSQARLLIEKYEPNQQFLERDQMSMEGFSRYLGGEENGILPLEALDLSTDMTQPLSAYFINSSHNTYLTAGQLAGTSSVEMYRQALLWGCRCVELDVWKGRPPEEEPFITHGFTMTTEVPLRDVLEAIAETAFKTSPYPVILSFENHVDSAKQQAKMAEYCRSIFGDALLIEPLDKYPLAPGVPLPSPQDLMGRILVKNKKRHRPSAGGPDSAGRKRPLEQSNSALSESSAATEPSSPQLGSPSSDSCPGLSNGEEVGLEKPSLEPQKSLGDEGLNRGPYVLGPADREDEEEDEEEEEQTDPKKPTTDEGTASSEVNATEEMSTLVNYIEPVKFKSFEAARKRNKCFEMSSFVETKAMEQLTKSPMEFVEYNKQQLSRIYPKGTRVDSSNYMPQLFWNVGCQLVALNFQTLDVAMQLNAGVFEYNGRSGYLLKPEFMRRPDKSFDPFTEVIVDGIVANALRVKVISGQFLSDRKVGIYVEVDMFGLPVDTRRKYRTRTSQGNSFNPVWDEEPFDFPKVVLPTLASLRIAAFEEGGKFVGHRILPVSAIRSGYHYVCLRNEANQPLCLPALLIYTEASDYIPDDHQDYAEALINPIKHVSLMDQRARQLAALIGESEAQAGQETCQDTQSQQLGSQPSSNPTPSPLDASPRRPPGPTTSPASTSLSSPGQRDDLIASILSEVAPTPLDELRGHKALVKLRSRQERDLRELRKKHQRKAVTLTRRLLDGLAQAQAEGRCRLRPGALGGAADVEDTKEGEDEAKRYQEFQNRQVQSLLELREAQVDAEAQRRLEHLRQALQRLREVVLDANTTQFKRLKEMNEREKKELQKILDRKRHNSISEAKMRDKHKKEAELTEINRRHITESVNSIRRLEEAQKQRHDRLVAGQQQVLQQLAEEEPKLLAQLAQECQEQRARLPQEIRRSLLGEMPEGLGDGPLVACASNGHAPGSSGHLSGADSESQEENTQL
FXN GAA850 act: FXN promoter activators, primary screen, cell-based, luciferase luminescence, HEK293 lucGAA850; HEK293 lucGAA850 FXN promoter luciferase reporter, 24 h; percent of 10 µM SAHA response; activation, % at 6 µM; 0.56% of 360,000 active; AID 540364, 2011;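 active = activation above the average of all compounds screened plus 3 SD, cutoff fixed separately per campaign, cut at about 7.5% in these data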;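 note: 0% = DMSO wells and 100% = 10 µM SAHA wells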
hgDAF-12 ag: H. glycines DAF-12 receptor agonists, primary screen, cell-based, luminescence, HEK293, GAL4 fusion, UAS-luciferase. HEK293 GAL4-hgDAF12 UAS-luciferase reporter, agonist luminescence; normalized to butyrate control. activation, % at 6.8 µM. AID 687014, 2013. 1.8% of 370,000 active;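 active = activation above a cutoff set at the mean of all screened compounds plus 3 SD, cut at about 10% in these data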;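 note: 0% = DMSO wells and 100% = sodium butyrate wells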
NR1D1 modulator: modulators of Rev-erb alpha DNA binding, primary screen, biochemical, FITC-DNA, fluorescence polarization, uHTS; Nuclear receptor subfamily 1 group D member 1 (Homo sapiens), P20393; Rev-erbα–FITC-DNA binding, 90 min; activity, % at 10 µM; 0.79% of 370,000 active; AID 1259318, 2017;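 active = activity above about 14%, limit read from the data; passing the limit was not always enough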;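 note: 0% = DMSO wells with 35 nM protein and 100% = DMSO wells with 750 nM protein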
DAX1 inh-2: DAX1 (NR0B1) inhibitors on StAR promoter, primary screen, cell-based, luminescence, SF-1 (NR5A1), full-length DAX-1 | HEK293T StAR-luciferase reporter, SF-1/DAX-1 repression relief | inhibition, % at 6.8 µM | 1.1% of 370,000 active | AID 652010, 2013;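 active = inhibition above the mean over all tested compounds plus 3 SD, cut at about 3.6% in these data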;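 note: 0% = DAX-1 cells with DMSO and 100% = cells lacking DAX-1 with DMSO; higher inhibition means more luminescence from relief of DAX-1 repression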
hcDAF12 agonist: H. contortus DAF-12 nuclear receptor activators, primary screen, cell-based, luminescence, HEK293, lit1-tk-luc reporter; AID 652067, 2013; 1.4% of 370,000 active; activation, % at 6.8 µM; HEK293 hcDAF-12 lit1-tk-luc reporter; 0% DMSO, 100% Δ7-dafachronic acid;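 active = activation above the mean of all tested compounds plus 3 SD, cut at about 5.5% in these data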;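 note: 100% = response to 3 µM Δ7-dafachronic acid high control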
sPLA2-III inh: human group III sPLA2 inhibitors, primary screen, biochemical, QFRET, BODIPY PC-A2 liposome substrate | Group 3 secretory phospholipase A2 (Homo sapiens), Q9NZ20 | QFRET BODIPY PC-A2 liposome hydrolysis, fluorescence | inhibition, % at 12.2 µM | 0.56% of 370,000 active;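 active = inhibition above mean plus 3 SD of compounds lying within the high and low control bounds, cut at about 19% in these data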;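 note: 0% = median of test compound wells and 100% = no enzyme DMSO wells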
Numbers without * were called inactive; i = inactive; · = no result given.

SMILES	SMARCA2 activ	ssDAF-12 act	DAX1 inh-1	PG9 binder	PLC-beta3 inh	FXN GAA850 act	hgDAF-12 ag	NR1D1 modulator	DAX1 inh-2	hcDAF12 agonist	sPLA2-III inh
CC1CCN(C(=O)COC(=O)C2CCN(S(=O)(=O)c3ccc4c(c3)OCCO4)CC2)CC1	0	-0.5	-0.4	1.6	-4	-1.5	-3.2	-2	0.5	-0.5	-2
O=C(Cc1cccs1)N1CCN(c2cccc(Cl)c2)CC1	-1	-1.1	0.5	0.2	-2	2.7	-0.6	-4	-0.6	0.1	0
COc1cc(C(c2c(C)[nH][nH]c2=O)c2c(C)[nH][nH]c2=O)ccc1OC(C)C	-1	-1.2	-1.1	0.1	3	0.4	-2.6	-3	-0.4	-1.6	-36
CCOC(=O)[C@@H]1[C@H]2COc3cc(OC)ccc3[C@H]2N2C(=O)N(c3cccc(F)c3)C(=O)[C@]12C	0	-1.5	0.6	-0.9	2	-5.0	-2.3	-2	-0.5	-1.4	-3
COc1ccc(OC)c(-c2nnc(SCC(=O)N3CCOCC3)o2)c1	-1	-0.7	-0.3	0.1	-1	-0.4	-1.5	3	0.6	-1.3	-2
COc1cc(/C=N/Nc2nc(Nc3ccccc3)nc(N3CCOCC3)n2)ccc1OC(=O)c1ccco1	-5	0.3	-0.7	1.0	4	-1.0	-2.5	-1	-0.2	1.2	10
Cc1c(OCC(=O)N2CCC(C(=O)O)CC2)ccc2c3c(c(=O)oc12)CCC3	3	-1.3	0.0	-0.3	0	-0.8	-1.3	-1	1.6	-1.2	1
COc1ccc(CC(=O)Nc2ccc(F)c(F)c2F)cc1S(=O)(=O)N1CCOCC1	-2	-1.3	0.4	-2.6	4	-0.1	-3.0	3	-0.5	-0.7	-9
CN1N=C(C(C)(C)C)CSC1=Nc1ccccc1	-2	-1.7	1.6	0.7	-8	0.1	-0.9	2	0.2	-1.1	10
O=C(N/N=C/c1cccs1)c1cccc(S(=O)(=O)Nc2ccc(Cl)cc2)c1	-1	-0.9	-0.6	-2.2	-3	0.2	-2.1	0	-0.5	-0.3	-13
COc1cccc(OC)c1C(=O)Nn1c(-c2cccc(C)c2)nc2ccccc2c1=O	1	-1.4	-0.2	-4.0	0	-0.2	0.2	-3	-0.2	-1.2	-3
O=C1CCC(=O)N1CNc1cccnc1	-7	-1.1	1.5	1.1	5	-0.3	2.5	0	-0.4	-0.9	3
CCc1ccc(NC(=S)N(CCC(C)C)C2CCN(C(C)=O)CC2)cc1	2	-1.2	2.5	-0.1	-4	1.3	-1.1	-6	0.0	-2.0	3
CC(N=C1CC(C)(C)CC(=O)/C1=C(/O)CCCN1C(=O)c2ccccc2C1=O)C(=O)O (configuration not stated)	2	-1.6	2.4	0.0	4	1.1	8.4	6	0.0	-0.2	5
Cc1csc(NC(=O)Nc2ccc(Cl)cc2)n1	2	-0.9	2.9	0.1	4	0.9	2.8	6	0.1	0.5	-12
OCCNC(=S)Nc1cccc(Cl)c1Cl	-2	-0.6	0.8	0.5	-9	0.4	0.3	-4	-0.4	-1.0	7
COc1cc(/C=C2\SC(=S)N(CCC(=O)N3CCCCC3)C2=O)cc(OC)c1OC	-2	-0.9	-0.4	-0.8	-12	-5.6	-0.6	0	0.0	-1.2	-6
N#Cc1ccc(C(=O)NC2CCCCCCC2)cc1	2	0.2	1.5	0.1	0	3.7	9.7	-5	2.1	4.7	7
COc1ccc(Cc2nnc(NC(=O)c3ccccc3F)s2)cc1	1	-0.2	0.0	-1.5	-7	2.1	5.0	-1	-0.7	0.0	2
CC#CC(=O)N1CCCC(Cc2cccc(OC)c2)(C(=O)OCC)C1 (configuration not stated)	4	0.6	0.1	-0.7	-10	1.4	9.8	-8	0.6	2.5	-2
Cn1c(SCC(=O)c2ccc3c(c2)OCO3)nnc1C1COc2ccccc2O1 (configuration not stated)	-3	0.0	1.6	-2.2	8	-0.9	1.3	13	0.7	-1.4	-5
CNc1nc(-c2ccccc2)nc(-c2ccc(OC)cc2)c1C#N	-4	-0.8	0.5	-0.7	2	1.2	-2.8	0	-0.3	-0.6	0
C[C@H]1[C@@H](N(C)CC2CCCCC2)CC[C@@]23CCCN2C(=O)CCC[C@@H]13	·	-1.5	·	·	0	·	0.0	3	·	-1.5	4
Cn1cnnc1Sc1cc(N2CCN(S(=O)(=O)c3ccccc3)CC2)ccc1[N+](=O)[O-]	1	-0.5	0.6	-1.7	3	3.0	-0.7	5	-0.6	-0.7	-9
Cc1c(C(=O)O)cccc1-n1c(C)cc(/C=N/NC(=O)c2cc3ccccc3o2)c1C	0	-0.4	2.9	-0.7	-180	-0.8	-1.0	2	0.7	-1.7	-4
COc1ccc(-c2c(N)cnc(C(=O)O)c2C)c(OCc2ccccc2)c1OC	-4	-0.7	0.5	1.2	-32	4.3	0.8	-4	0.3	-1.2	15
CN1CCN(C(=O)c2ccccc2NC(=O)COc2ccccc2Cl)CC1	4	-0.3	0.0	-0.6	-3	1.1	1.6	4	0.7	3.0	3
CCc1ccc(N2CC(C(=O)Nc3nccs3)CC2=O)cc1 (configuration not stated)	-1	-1.4	-0.4	1.2	0	1.2	1.1	2	-0.4	-0.5	-1
COc1cc(OC)cc(C(=O)NCc2ccc3c(c2)OCO3)c1	0	-0.8	-0.9	-1.2	-5	1.4	0.4	2	0.7	-1.1	1
O=C1c2ccccc2C(=O)C1c1ccnc2ccccc12	6	5.1*	2.3	-3.7	1	2.5	21*	-23	5.3*	24*	6
COc1ccc(-c2ccc3c(N)c(C(=O)c4ccc(OC)c(OC)c4)sc3n2)cc1	0	-1.1	-1.9	3.1	-268	1.1	0.6	-2	-1.1	1.0	1
COc1ccc(-c2c(C)nc3c(-c4ccccn4)cnn3c2N)cc1	6	0.3	0.7	0.6	i	3.9	14*	7	3.0	5.0	-11
COc1ccc(-c2c(C(=O)c3ccccc3)[nH]c(N)c2C(=O)c2ccc(Br)cc2)cc1OC	-4	-1.4	·	-0.8	-19	·	-3.2	-1	-0.6	-0.7	26*
CC(OC(=O)CCCc1nc2ccccc2s1)C(=O)NC(N)=O (configuration not stated)	4	-1.3	-0.9	1.6	-3	-0.2	-2.5	0	0.4	-1.2	5
O=C(OCc1nnc(-c2ccccc2)o1)c1cc([N+](=O)[O-])ccc1Cl	3	-0.7	-0.1	0.4	-5	2.5	5.7	2	-0.3	-0.1	-5
CCN(CC(=O)NC(=O)NCc1ccccc1)Cc1ccccc1	0	-1.3	1.1	-0.5	-9	1.1	-1.4	11	0.6	-1.5	-2

One compound at a time, as listed above.
Results for COc1ccc(-c2c(C(=O)c3ccccc3)[nH]c(N)c2C(=O)c2ccc(Br)cc2)cc1OC = SMARCA2 activ: -4; ssDAF-12 act: -1.4; DAX1 inh-1: ·; PG9 binder: -0.8; PLC-beta3 inh: -19; FXN GAA850 act: ·; hgDAF-12 ag: -3.2; NR1D1 modulator: -1; DAX1 inh-2: -0.6; hcDAF12 agonist: -0.7; sPLA2-III inh: 26*
Results for Cc1c(C(=O)O)cccc1-n1c(C)cc(/C=N/NC(=O)c2cc3ccccc3o2)c1C = SMARCA2 activ: 0; ssDAF-12 act: -0.4; DAX1 inh-1: 2.9; PG9 binder: -0.7; PLC-beta3 inh: -180; FXN GAA850 act: -0.8; hgDAF-12 ag: -1.0; NR1D1 modulator: 2; DAX1 inh-2: 0.7; hcDAF12 agonist: -1.7; sPLA2-III inh: -4

Next section:
SMILES	SMARCA2 activ	ssDAF-12 act	DAX1 inh-1	PG9 binder	PLC-beta3 inh	FXN GAA850 act	hgDAF-12 ag	NR1D1 modulator	DAX1 inh-2	hcDAF12 agonist	sPLA2-III inh
CCN(CC(=O)Nc1ccc(C(C)=O)cc1)CC(=O)Nc1ccccc1C(F)(F)F	-2	-0.2	0.7	-2.4	-3	-1.3	1.8	1	-2.0	0.4	2
CCCCn1nnc(NC(=S)NC(=O)c2ccc(OCC)c([N+](=O)[O-])c2)n1	2	-1.2	0.6	0.4	-5	-1.1	2.9	0	-3.2	1.5	6
COc1ccc(C(=O)NCc2ccccc2OC)cc1	0	-1.2	0.6	-0.1	2	0.9	-0.1	3	-0.3	-0.8	3
O=C(NCc1cccc(C(F)(F)F)c1)c1cc(Cl)cc(Cl)c1	-3	-1.2	0.1	0.1	-12	0.9	1.2	3	0.0	-2.2	7
N#CCCN(Cc1cccnc1)C(=S)NC(=O)c1ccc(S(=O)(=O)N2CCCC2)cc1	-1	-1.4	2.6	-0.1	-3	0.5	-2.2	-3	-0.2	-0.3	0
O=C(Nc1c(-c2ccc(Cl)cc2)[nH][nH]c1=O)c1ccccn1	0	-0.9	·	-0.7	-4	·	3.2	-3	-0.4	-2.3	2
COc1ccc(CN2C[C@@H](CO)O[C@@H](n3cnc4c(NC5CC5)ncnc43)C2)cc1	0	-1.0	·	-0.7	4	-0.8	-0.7	-2	0.0	-0.7	1
O=C(Cn1cc(C(F)(F)F)ccc1=O)Nc1ccccc1	1	0.3	2.4	0.4	-5	4.0	3.1	1	0.6	0.3	4
COc1ccc(C2/C=C\CN(CC3CC3)CC(=O)N2Cc2ccc(F)cc2)cc1 (configuration not stated)	1	-1.3	-0.8	-2.3	-1	0.5	-0.2	-7	-0.5	-1.0	-4
CCOC(=O)C1C(=O)C(C(=O)OCC)C(c2cccnc2)NC1c1cccnc1 (configuration not stated)	1	-1.1	0.3	1.9	-143	2.0	-1.4	-3	0.1	-1.7	-4
COc1cc(NC(=O)CCS(=O)(=O)c2ccc3nc(C)sc3c2)cc(OC)c1OC	-2	-1.2	-0.2	0.9	-6	0.8	-0.8	2	-0.6	-1.6	6
COc1ccc(N2CCN(C3CCCN(C(=O)CCN4CCCCO4)C3)CC2)cc1 (configuration not stated)	-3	-0.9	1.6	-1.5	-2	1.8	0.0	-3	-1.2	0.3	-1
Cc1cc(Cl)ccc1Oc1cccc(C(=O)/C(C#N)=C/N(C)C)c1	-6	-0.3	-0.8	0.7	-5	2.6	1.0	2	0.8	0.5	-33
c1ccc(Oc2ccc3ccccc3n2)cc1	-3	-1.1	0.5	0.3	-1	2.8	1.4	-10	-0.2	0.7	7
COCCCN1C(=O)c2ccc(C(=O)N3CCN(c4ccccc4OC)CC3)cc2C1=O	-1	-0.7	0.8	-0.2	-9	0.0	1.4	-1	-0.2	2.5	0
COc1ccc(-n2nnc3c(=O)n(CC(=O)OCc4ccccc4)cnc32)cc1	-2	-1.3	1.7	0.6	1	-0.5	0.0	-3	0.2	0.9	-3
